Ba/F3 V617F tox – reduced viability of JAK2V617F-dependent Ba/F3 cells, primary screen, JAK2V617F inhibitor project, cell-based, Ba/F3 EpoR-JAK2V617F, luminescence. ATP luminescence. inhibition, % at 5.6 µM. 220,000 tested, 1.1% active. AID 1446, 2008;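 active = inhibition above the campaign mean plus 3 SD over all tested compounds, cut at about 24% in these data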;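 note: cytokine-independent growth of Ba/F3 cells driven by EpoR plus mutant JAK2; 0% = DMSO-treated cells and 100% = JAK inhibitor I control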
PPC-1+TRAIL kill – compounds killing PPC-1 cancer cells with TRAIL present, primary screen, TRAIL potentiator project, ATPLite luminescence, uHTS; PPC-1 cells + TRAIL, ATPLite viability luminescence; cell killing (% activity), % at 4 µM; 220,000 tested, 0.41% active; AID 1443, 2008;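 active = cell killing above 50% in the first pass at 4 µM, then a duplicate retest at 5 µM averaging 50% or more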;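 note: plate controls were cells with TRAIL plus DMSO for no effect and medium-only wells lacking cells for full effect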
BaF3 tox – parental Ba/F3 cell viability inhibition, counter-screen for JAK2V617F inhibitor project, murine pro-B, CellTiter-Glo luminescence; AID 1486, 2009; inhibition, % at 5.6 µM; CellTiter-Glo ATP luminescence; 220,000 tested, 1.1% active;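 active = inhibition above a per-campaign cutoff, the mean inhibition of all tested compounds plus 3 SD, cut at about 27% in these data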;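 note: 0% = DMSO wells and 100% = JAK Inhibitor I control wells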
CHOP inh – inhibitors of CHOP promoter induction, primary screen, cell-based, unfolded protein response, luciferase reporter. CHO-K1 CHOP-promoter luciferase, tunicamycin-induced, 15-18 h. inhibition, % at 10 µM. 220,000 tested, 3.8% active;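 active = compounds that reduced the stress-induced luciferase reporter signal by more than about 70% of percent inhibition, limit read from the data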;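 note: 0% = tunicamycin plus vehicle and 100% = wells without tunicamycin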
TRPML3 agonist – human TRPML3 channel agonists, primary screen, cell-based, HEK293 TRPML3-YFP, Fluo-8 calcium fluorescence, 3 µM. Mucolipin-3 (Homo sapiens), Q8TDD5. 100% = the carbachol control signal. activation, % at 3 µM. 220,000 tested, 0.29% active;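 active = activation above its plate's cutoff, the mean activation of the plate's test wells plus 3 SD, cut at about 12% in these data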;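 note: 0% = DMSO only wells and 100% = carbachol wells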
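Test system: TRPML3-YFP stable HEK293 cells. Doses: single point at 3 µM. Incubation: dye loading 1 h 37 °C then 30 min ambient, 125 s read. Signal: Fluo-8 calcium dye fluorescence, ex 470-495, em 515-575 nm. Measure: percent activation from peak-to-basal fluorescence ratio, scaled between DMSO and carbachol.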
RBBP9 inhibitor – human RBBP9 inhibitors, primary screen, biochemical, fluorescence polarization, FP-Rh probe, HTS | Serine hydrolase RBBP9 (Homo sapiens), O75884 | recombinant RBBP9 | inhibition, % at 7.94 µM | 220,000 tested, 0.2% active | AID 1515, 2009;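 active = inhibition above the campaign mean of all tested compounds plus 3 SD, cut at about 14% in these data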;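 note: plate controls were DMSO wells with RBBP9 for no effect and wells lacking RBBP9 protein for full effect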
Target sequence (O75884 whole entry, looked up): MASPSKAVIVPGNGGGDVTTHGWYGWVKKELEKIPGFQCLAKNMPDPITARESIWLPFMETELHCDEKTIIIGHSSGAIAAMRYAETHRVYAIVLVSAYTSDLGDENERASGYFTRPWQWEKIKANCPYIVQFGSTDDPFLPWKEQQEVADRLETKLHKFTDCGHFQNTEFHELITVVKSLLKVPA
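Assay system: recombinant human RBBP9; Reagent: Serine-hydrolase probe FP-Rh, 375 nM pre-mixing; Doses: 7.94 µM single dose, 0.794% DMSO; Incubation: 30 min then 45 min, 25 °C; Detection: fluorescence polarization (mP), excitation 525 nm, emission 598 nm; Evaluation: percent inhibition from mP, scaled between DMSO and no-protein wells.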
TRPN1 ag – zebrafish TRPN1 channel agonists, primary screen, cell-based, HEK293, calcium fluorescence; transient receptor potential cation channel N1 (TRPN1/NompC), Danio rerio; activation, % at 3 µM; HEK293 zebrafish TRPN1-YFP, Fluo-8 calcium fluorescence; 100% = response to 87 µM carbachol; AID 1424, 2008; 220,000 tested, 0.18% active;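 active = activation above its plate's cutoff, the mean activation of test wells on that plate plus 3 SD, cut at about 19% in these data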;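 note: 0% = DMSO alone and 100% = 87 µM carbachol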
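System: zebrafish TRPN1-YFP in HEK293 cells / Dosing: 3 µM single point / Timing: dye loading 1 h at 37 °C, then 30 min room temperature / Signal: Fluo-8 calcium fluorescence, excitation 470-495 nm, emission 515-575 nm / Read-out basis: percent activation from peak over basal fluorescence ratio, control-normalized / Control set: high carbachol 87 µM, low DMSO alone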
TNF death inh – inhibitors of TNF-alpha triggered necroptosis, primary screen, cell-based, Jurkat FADD-/-, single concentration; activation (protection from cell death), % at 10 µM; AID 463075, 2010; Jurkat FADD-/- TNF necroptosis rescue, ATP luminescence, 24 h; 0 = TNF only, 100 = no-TNF cells; 220,000 tested, 0.068% active;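 active = activation, meaning protection from cell death, of at least 50% relative to plate controls; inactive = activation below 50%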;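 note: necroptosis triggered by 40 ng/mL TNF-alpha added together with compound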
Wee1 degr inh – Wee1 degradation inhibitors, primary screen, cell-based, HeLa, Wee1K328M-luciferase, luminescence; Wee1-like protein kinase (Homo sapiens), P30291; HeLa Luc-Wee1K328M stability; 100% = proteasome inhibitor MG132 effect; reporter increase, % at 5 µM; 220,000 tested, 1.2% active; AID 1321, 2008;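 active = activation above the mean of all tested compounds plus 3 SD, set per screening run, cut at about 8.8% in these data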;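 note: cells exposed to compound for 20 h before luminescence read; 0% = DMSO alone and 100% = MG132 at 30 µM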
Target sequence (P30291 whole entry K328M): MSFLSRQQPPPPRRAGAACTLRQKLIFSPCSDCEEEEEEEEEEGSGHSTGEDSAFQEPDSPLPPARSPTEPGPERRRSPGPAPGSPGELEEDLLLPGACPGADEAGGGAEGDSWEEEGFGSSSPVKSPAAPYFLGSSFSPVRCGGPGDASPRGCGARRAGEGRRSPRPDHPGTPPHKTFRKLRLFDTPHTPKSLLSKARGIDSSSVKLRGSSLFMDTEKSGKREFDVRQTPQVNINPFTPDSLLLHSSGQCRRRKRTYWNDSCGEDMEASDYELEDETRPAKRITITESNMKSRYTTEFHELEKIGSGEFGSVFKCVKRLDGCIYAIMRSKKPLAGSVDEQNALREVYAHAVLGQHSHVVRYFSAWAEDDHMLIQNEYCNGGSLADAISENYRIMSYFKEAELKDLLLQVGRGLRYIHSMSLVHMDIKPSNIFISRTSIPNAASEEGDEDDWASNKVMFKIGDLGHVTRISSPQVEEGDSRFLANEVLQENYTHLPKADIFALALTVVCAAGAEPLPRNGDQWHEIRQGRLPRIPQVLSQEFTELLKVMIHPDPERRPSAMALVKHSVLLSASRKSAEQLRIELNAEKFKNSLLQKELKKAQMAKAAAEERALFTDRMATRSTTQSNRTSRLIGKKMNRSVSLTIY
* marks the source's active call; other numbers are inactive results; . = no result given; [ ] = remark or other dose.

SMILES	Ba/F3 V617F tox	PPC-1+TRAIL kill	BaF3 tox	CHOP inh	TRPML3 agonist	RBBP9 inhibitor	TRPN1 ag	TNF death inh	Wee1 degr inh
CSCCC(NC(=O)COc1ccccc1)C(=O)OCC(=O)c1cc2ccccc2o1 (configuration not stated)	5	3	1	20	-0.2	-10	-0.7	-1.0	0
Cc1[nH]c2ccccc2c1SCCNC(=O)c1ccc(Br)o1	-4	9	3	44	-0.9	-4	-1.6	2.8	2
CC1(C)CC(=O)C=C(Nc2ccc(F)cc2F)C1	-4	3	0	4	-0.9	-8	1.9	0.8	4
Cc1ccccc1C(=O)N/C(=C/c1ccc(-c2cccnc2Cl)o1)C(=O)NCCCN1CCN(C)CC1	-3	18	2	19	0.9	-1	-0.1	0.2	-4
O=C(NNS(=O)(=O)c1ccccc1)c1ccncc1	-5	0	0	21	0.4	3	-0.6	0.8	1
COc1ccc(/C=C2\SC(=O)N(CC(=O)NNC(=O)c3ccccc3O)C2=O)cc1OC	1	23	4	25	0.4	-7	-0.9	1.9	1
COc1ccc2[nH]cc(CCNS(=O)(=O)c3ccc(NC(C)=O)cc3)c2c1	-3	-1	6	-5	0.9	6	-0.6	0.6	-1
N/C(=N\OC(=O)Cc1ccc([N+](=O)[O-])cc1)c1cccc(Br)c1	0	-6	2	40	0.0	-7	-1.0	0.2	1
CCNc1sc(C(=O)c2cccs2)c(N)c1C#N	-1	-4	1	35	0.4	-3	0.4	-0.2	1
CC(C)Oc1ccc(C(=O)Nc2ccc(Cl)c(S(=O)(=O)Nc3ccc(Cl)cc3)c2)cc1	1	-13	2	71*	0.2	-50	1.1	-2.5	-2
O=C(NCC(=O)N(Cc1ccco1)C(C(=O)NC1CCCC1)c1cccnc1)c1ccco1 (configuration not stated)	1	.	-1	31	0.1	-10	0.3	-0.8	5
COc1ccc(C(=O)N(NC(=O)Oc2ccccc2)C(C)(C)C)cc1	-3	22	2	-11	13*	9	0.4	0.1	-1
CS(=O)(=O)N(CC(=O)NCCC1=CCCCC1)c1cccc([N+](=O)[O-])c1	0	19	11	19	0.8	5	0.0	-0.1	-1
Cc1cccc(NS(=O)(=O)c2cc(C(=O)N3CCc4ccccc4C3)ccc2Cl)c1C	8	3[5 µM]	13	19	-1.3	-10	-0.3	-6.7	3
CSCCC1C(C#N)=C(N)Oc2n[nH]c(-c3cccs3)c21 (configuration not stated)	3	5	3	22	-0.6	4	1.2	-2.7	-1
COC(=O)Cc1c(C)c2ccc(OCC(C)=O)c(C)c2oc1=O	1	45	6	-22	0.6	13	2.1	0.6	1
Cc1nn(CCO)c2c1C(=O)CCC2	-3	6	3	-3	-0.1	3	2.1	-1.7	2
COc1cc2c(cc1OC)CN(C(=O)CSc1nnc(C)s1)CC2	-2	2	1	-6	0.3	-4	0.2	-1.7	4
O=C(NC1CCCCC1)C(c1ccc(F)cc1)N(Cc1ccccc1)C(=O)CN1C(=O)c2ccccc2S1(=O)=O (configuration not stated)	1	12	8	109*	0.6	-10	0.5	0.6	2
CC(=O)Nc1ccccc1NC(=O)CN(C)S(=O)(=O)c1ccc(C)cc1	0	17	7	-9	0.8	2	-1.8	-1.4	0
CC(C)/C=N\NC(=O)CCCCC(=O)N/N=C/C(C)C	3	-4	4	4	0.3	-16	1.5	1.2	-1
CCOc1cccc(C2C(C#N)=C(N)Oc3cc(C)oc(=O)c32)c1OCC (configuration not stated)	-4	12	-2	12	-1.4	-2	-1.5	-0.3	-3
O=C(COC(=O)c1ccc(CO)cc1)Nc1ccc(OC(F)F)cc1	-1	14	-1	-4	0.5	2	-1.9	0.1	0
COCc1cc(Sc2ccc(Br)cc2)nc(-c2ccccc2)n1	2	6	5	-9	-0.3	-4	1.5	-3.9	-1
Fc1cccc(F)c1CSc1nc2ccccc2[nH]1	-2	23	4	-30	-0.5	-7	-0.8	1.3	2

Shown in markdown: entries from further up
| Compound | Ba/F3 V617F tox | PPC-1+TRAIL kill | BaF3 tox | CHOP inh | TRPML3 agonist | RBBP9 inhibitor | TRPN1 ag | TNF death inh | Wee1 degr inh |
| --- | --- | --- | --- | --- | --- | --- | --- | --- | --- |
| COc1ccc(/C=C2\SC(=O)N(CC(=O)NNC(=O)c3ccccc3O)C2=O)cc1OC | 1 | 23 | 4 | 25 | 0.4 | -7 | -0.9 | 1.9 | 1 |
| COc1ccc2[nH]cc(CCNS(=O)(=O)c3ccc(NC(C)=O)cc3)c2c1 | -3 | -1 | 6 | -5 | 0.9 | 6 | -0.6 | 0.6 | -1 |

Carrying on:
SMILES	Ba/F3 V617F tox	PPC-1+TRAIL kill	BaF3 tox	CHOP inh	TRPML3 agonist	RBBP9 inhibitor	TRPN1 ag	TNF death inh	Wee1 degr inh
CCn1c(C)c(/C=N/Nc2nc3ccccc3s2)c2ccccc21	3	24	7	42	-0.1	-6	0.6	2.9	-2
COc1ccc(S(=O)(=O)N2CCC(C(=O)Nc3ccccc3C)CC2)c2cccnc12	-5	11	1	18	0.1	4	-1.1	2.4	1
COc1ccccc1COCC(O)CNCC1(N2CCCCC2)CCCCC1 (configuration not stated)	7	18	8	49	1.1	-2	-0.4	-1.1	-1
Cc1ccc2c(c1)N(CC(=O)NCc1cccs1)C(=O)CO2	-3	-15	1	17	0.6	-2	0.3	0.4	-2
O=C(NC12CC3CC(CC(C3)C1)C2)C1CC(=O)N(c2ccccc2)C1 (configuration not stated)	-4	7	2	26	1.3	-12	1.2	-0.9	-2
COc1cccc(OCCCn2cc(/C=C3/C(=N)N4C=C(C)SC4=NC3=O)c3ccccc32)c1	3	31	5	13	0.1	-4	0.7	-2.5	2
COc1ccc(CNC(=O)COC(=O)/C=C/c2cccc(Br)c2)cc1OC	-1	43	8	3	1.6	-6	2.6	0.3	1
CCOC(=O)C1(CCOc2ccccc2)CCN(Cc2ccncc2)CC1	-1	.	5	38	1.6	-4	2.8	-0.1	1
COc1ccc(NS(=O)(=O)c2ccc(C)c(NC(=O)NC3CCCCC3)c2)cc1	1	18	6	3	-0.1	-22	-0.3	4.5	-2
COc1cccc2sc(NC(=O)c3ccc(Br)s3)nc12	-1	13	3	104*	-0.7	-16	-0.7	1.1	2
CN(C)c1nc(N)nc(CSc2nc3c(c(=O)n(C)c(=O)n3C)n2Cc2ccccc2F)n1	5	-8	11	72*	-0.4	0	0.6	0.2	-1
O=C(NCCCN1CCOCC1)c1sc2cc([N+](=O)[O-])ccc2c1Cl	-2	5	-3	15	0.9	4	1.4	2.4	-1
CNS(=O)(=O)c1cc(C(=O)O)ccc1OC	0	7	2	-14	-0.1	-4	0.2	0.0	0
CC(C)CCNC(=O)c1ccc2c(c1)ncn2C1CCCCC1	6	4	11	0	-0.3	-4	2.0	1.6	0
O=C(COC(=O)c1ccccc1NC(=O)c1ccco1)NCc1ccc2c(c1)OCO2	2	5	2	-9	-0.5	0	-0.9	-3.5	1
CN(C)/C=C/C(=O)C(F)(F)F	-1	27	4	8	0.9	-5	0.4	1.0	0
Cc1cccc(C(=O)O/N=C(\c2ccccc2)c2cccnc2)c1	0	2	8	47	0.1	-9	-1.9	1.7	2
COC(=O)c1cccc(COC(=O)c2cccnc2SC)c1	1	17	4	-5	-0.3	-5	-0.3	-3.7	0
Cc1ccc(C(=O)CN(C(=O)c2ccc(Cl)c(Cl)c2)N2C(=O)C3CCCCC3C2=O)cc1 (configuration not stated)	0	7	5	17	0.6	-8	0.9	-1.5	2
O=C(Nc1ccccc1F)C1CCCN(S(=O)(=O)c2ccccc2)C1 (configuration not stated)	-1	19	3	8	0.3	-6	0.6	1.2	-3
N#Cc1c2n(c3c(=O)n(Cc4ccccc4)cnc13)CCCC2	-1	15	4	16	0.3	8	0.8	-0.5	2
COc1ccc(OCCNC(=O)C(c2ccccc2)c2ccccc2)cc1	-4	30	0	-8	-0.6	-5	-1.8	-2.1	-2
CCCC(=O)Nc1sc2c(c1C#N)CCCC2	-2	4	5	33	-0.3	-7	-1.3	0.1	1
CS(=O)(=O)c1ccc(N2CCN(C3CC(=O)NC3=O)CC2)cc1 (configuration not stated)	-4	-10	3	15	0.7	-2	-1.6	-0.9	3
COC(=O)CNC(=O)c1sc2ncn(CC(=O)Nc3ccc(C)c(Cl)c3)c(=O)c2c1C	1	16	0	30	0.9	-10	0.4	4.8	-2
(further entries)
SMILES	Ba/F3 V617F tox	PPC-1+TRAIL kill	BaF3 tox	CHOP inh	TRPML3 agonist	RBBP9 inhibitor	TRPN1 ag	TNF death inh	Wee1 degr inh
CN1CCN(Cc2nc3ccccc3c(=O)n2Cc2nc(-c3ccc([N+](=O)[O-])cc3)cs2)CC1	4	-7	4	13	0.0	0	-0.3	-7.3	-3
CC(C)C(=O)Nc1ccc(NC(=O)c2ccccc2Cl)nc1	-3	41	-1	11	0.2	-3	0.1	2.2	-2
CCc1c(C)nc2c(C#N)c(C)[nH]n2c1=O	2	3	1	-1	1.1	-4	0.4	-2.9	2
COC(=O)c1[nH]c2ccccc2c1NC(=O)CN1CCCCCC1	2	-11	16	3	1.1	-7	0.6	-6.6	-3
Cc1ccc(/C=C/C(=O)NC(=S)Nc2ccccc2C(=O)NC2CCCCC2)cc1	-2	22	2	23	-0.4	-4	-0.4	-0.5	1
CN(C1CCS(=O)(=O)C1)S(=O)C12CC3CC(CC(C3)C1)C2 (configuration not stated)	-5	19	-1	3	0.3	-7	0.4	0.2	-2
CC[n+]1c(/C=C/c2c[nH]c3ccccc23)ccc2cc(C)ccc21	91*	92*	79*	75*	9.7	-23	30*	-11	0
CCCNC(=O)CN(C)C(=O)c1n[nH]c2ccccc12	-2	9	0	21	0.9	-8	-0.5	-2.2	-1
CC(C)c1ccc(-c2c(C#N)c(N)nc(SCC(=O)N3CCCCCC3)c2C#N)cc1	-3	9	5	47	0.0	-7	-0.6	1.9	0
C=CCC1CCCCC12NC(=O)N(c1ccccc1)N2 (configuration not stated)	-5	2	-3	15	0.7	-6	0.8	1.4	-4
N#C/C=C\Oc1ccc(Cl)cc1N	28*	15	6	5	0.5	3	1.1	-4.3	-1
CCCCOC(=O)C1=C(C)NC2(O)c3ccccc3C(=O)C12O (configuration not stated)	-1	15	7	0	0.6	-5	0.8	-7.1	-1

Assay outcomes as filed in PubChem.
